High-throughput results deposited in PubChem by several laboratories.
MazEF act – activators of E. coli MazEF toxin-antitoxin RNase, primary screen, biochemical, fluorescence, uHTS | FAM/BHQ RNA-DNA oligo cleavage fluorescence, 5 h | activation, % at 20 µM | actives 0.32% (n = 350,000) | AID 504720, 2011; in the data active means activation above about 50%
Target sequence (P0AE70 whole entry, looked up): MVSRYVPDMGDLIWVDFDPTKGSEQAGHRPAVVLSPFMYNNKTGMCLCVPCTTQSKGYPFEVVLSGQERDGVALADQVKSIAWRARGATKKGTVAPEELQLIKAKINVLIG
PrPC TRFRET – inhibitors of human cell surface prion protein PrPC, primary screen, cell-based, TR-FRET | Major prion protein (Homo sapiens), P04156 | TR-FRET read-out | inhibition, % at 13.8 µM | actives 0.43% (n = 370,000) | AID 720596, 2013; in the data active means inhibition above about 24%; further: 0% = median of the test wells and 100% = reference compound wells
TcdB GH inh – TcdB glycohydrolase inhibitors, primary screen, biochemical, single point, plate reader | Toxin B (Clostridioides difficile), P18177 | TcdB glycohydrolase enzymatic assay | inhibition, % at 9.99 µM | actives 0.24% (n = 350,000) | AID 652162, 2013; in the data active means inhibition above about 10%
CCHF vOTU inh – CCHFV vOTU protease inhibitors, primary screen, biochemical, Pep-AMC substrate, fluorescence. Crimean-Congo hemorrhagic fever virus L polyprotein viral ovarian tumor (vOTU) protease …. inhibition, % at 11.5 µM. actives 0.55% (n = 370,000). AID 651958, 2012; in the data active means inhibition above about 30%; further: 0% = vehicle wells with enzyme and 100% = no enzyme wells
VHR inh abs – VHR1 phosphatase inhibitors, primary screen, biochemical, absorbance, uHTS; recombinant VHR phosphatase, pNPP absorbance; inhibition, % at 13.3 µM; actives 0.52% (n = 290,000); AID 1654, 2009; in the data active means inhibition above about 50%; further: some compounds called inactive have numbers as strong as hits
Target sequence (P51452 whole entry, looked up): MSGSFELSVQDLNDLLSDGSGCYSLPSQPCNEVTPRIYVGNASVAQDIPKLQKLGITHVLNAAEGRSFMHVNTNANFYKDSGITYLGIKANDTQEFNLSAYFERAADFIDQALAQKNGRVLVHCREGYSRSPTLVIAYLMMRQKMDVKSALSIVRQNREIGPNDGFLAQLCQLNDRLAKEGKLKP
Yp Topo-I inh – Yersinia pestis topoisomerase I inhibitors, primary screen, biochemical, cleavage product accumulation, plate reader, single point | DNA topoisomerase I (Yersinia pestis CO92) | Y. pestis Topo-I cleavage product accumulation | activity, % at 10 µM | actives 0.064% (n = 360,000); in the data active means activity above about 50%, passing the limit was not always enough; further: inactives centre near 2
Rv3671c protease – Rv3671c serine protease inhibitors, primary screen, biochemical, fluorescence polarization, M. tuberculosis H37Rv; P9WHR9; inhibition, % at 5.96 µM; actives 0.048% (n = 320,000); AID 2606, 2010; in the data active means inhibition above about 38%;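 further: extracellular domain of Rv3671c used as enzyme; 0% = enzyme with DMSO and 100% = no enzyme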
Target sequence (P9WHR9 whole entry, looked up, the tested form may be a part): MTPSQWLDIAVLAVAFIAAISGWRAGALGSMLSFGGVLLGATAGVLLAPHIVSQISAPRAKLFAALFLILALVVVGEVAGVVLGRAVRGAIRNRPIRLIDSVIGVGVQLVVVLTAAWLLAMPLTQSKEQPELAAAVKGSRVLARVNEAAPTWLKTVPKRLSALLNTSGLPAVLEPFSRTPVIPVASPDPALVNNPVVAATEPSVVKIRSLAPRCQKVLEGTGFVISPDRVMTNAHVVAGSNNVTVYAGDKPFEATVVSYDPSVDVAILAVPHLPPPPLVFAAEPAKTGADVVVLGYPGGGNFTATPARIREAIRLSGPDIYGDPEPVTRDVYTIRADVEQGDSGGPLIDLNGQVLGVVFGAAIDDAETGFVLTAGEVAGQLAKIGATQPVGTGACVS
BH1578 lux ind – inducers of Vibrio cholerae quorum light production without autoinducers, primary screen, BH1578 luxS cqsA deficient, single point; V. cholerae BH1578 lux reporter, luminescence, 6 h; activation, % at 18.7 µM; actives 0.16% (n = 350,000); AID 588436, 2011; in the data active means activation mostly above about 9.7%, no sharp cut-off; further: not every result past the cut was called active; inactives centre near 0; reference of the scale not given here
SSB-PriA inh – inhibitors of Klebsiella pneumoniae PriA binding to SSB C-terminal tail, primary screen, biochemical, AlphaScreen. actives 0.6% (n = 430,000). PriA–SSB C-terminal tail interaction (Klebsiella pneumoniae). inhibition, % at 33 µM. AlphaScreen SSBct-PriA binding, biotinylated peptide; in the data active means inhibition mostly above about 37%, no sharp cut-off; inactive means mostly below about 20%;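 further: plate controls were negative control peptide for no effect and reference peptide for full effect; strong numbers were not always called active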
SARS 3CLpro inh – SARS-CoV 3CLpro protease inhibitors, primary screen, biochemical, quenched FRET | Replicase polyprotein 1ab (Severe acute respiratory syndrome coronavirus), P0C6X7 | recombinant SARS-CoV 3CLpro, quenched FRET peptide cleavage | inhibition, % at 6 µM | actives 0.14% (n = 290,000) | AID 1706, 2009; in the data active means inhibition above about 12%
* = called active by the depositor; i = inactive; x = not tested or not shown; & = joins results of further samples. The list is partial; the hit share may differ from the screen's.

molecule	MazEF act	PrPC TRFRET	TcdB GH inh	CCHF vOTU inh	VHR inh abs	Yp Topo-I inh	Rv3671c protease	BH1578 lux ind	SSB-PriA inh	SARS 3CLpro inh
CCCC(C(=O)NCc1ccc(OC)cc1)N(Cc1ccco1)C(=O)c1snc(C(N)=O)c1N (stereo not given)	3	-8	x	-11	3	21	-10	i	8	2
CCOCCc1nnc(NC(=O)c2cccs2)s1	7	-5	x	12	6	13	-9	-0.2	-9	-2
CSc1nsc(SC)c1C(=O)N1CCN(S(=O)(=O)c2ccc(C)cc2)C1C (stereo not given)	-9	-3	x	11	20	4	7	x	2	-1
CCCc1cc(C(=O)N2CCCC(CO)(CCCc3ccccc3)C2)n(C)n1 (stereo not given)	-5	0	2.7	16	23	14	x	i	3	-3
Cc1ccc(OCCC(=O)OCC(=O)Nc2ccc3c(c2)OCO3)cc1	4	1	1.1	7	x	0	2	14	3	x
CC(C)CCn1c(N)c(C(=O)NCc2cccs2)c2nc3ccccc3nc21	-4	x	0.1	x	7	10	-3	-0.2	-5	0
Cc1onc(-c2c(Cl)cccc2Cl)c1C(=O)NNC(=O)c1c(-c2c(Cl)cccc2Cl)noc1C	10	-9	1.2	-4	31	1	-4	i	-4	3
CC1(c2ccc(OC(F)F)cc2)NC(=O)N(CC(=O)N2CCN(C(=O)c3ccco3)CC2)C1=O (stereo not given)	8	-8	-1.1	-5	x	2	10	i	-18	x
COc1ccc(/C=C/C(=O)Nc2cccc(S(=O)(=O)NC3=NCCCCC3)c2)c(OC)c1	4	3	0.9	7	x	9	-28	1.1	10	x
CC(=O)NNC(=O)c1ccncc1	-6	4	x	-9	18	12	4	i	-14	-7
Cc1nc(C)c(C(=O)OC(C)C(=O)Nc2ccc(F)cc2)s1 (stereo not given)	0	6	0.6	2	x	-7	2	i	-2	x
COc1ccc(CCNC(=O)c2ccc(N(C)S(=O)(=O)c3ccc(C)cc3)cc2)cc1OC	3	11	0.7	4	28	3	-3	0.4	10	2
O=C(NCCCN1CCOCC1)c1cc(S(=O)(=O)N2CCN(c3ccccc3)CC2)ccc1Cl	-5	-5	2.3	-11	x	17	6	-0.9	-14	x
COc1cc(OC)c(C(=O)NNC(=O)CN(C)S(=O)(=O)c2ccc(Cl)cc2)cc1OC	2	4	0.3	-2	x	-6	6	-2.9	6	x
COc1ccc(OC)c(CN2CCN(C(=O)CNC(=O)c3cc(C)cc(C)c3)CC2)c1	5	7	2.5	-7	x	9	-2	i	-9	x
COc1ccc(NC(=O)C2Cc3c(-c4cccc(F)c4)ccnc3O2)cc1OC (stereo not given)	x	9	2.0	-4	x	19	x	i	x	x
Cc1noc(C(=O)N2CCN(Cc3ccc4c(c3)OCO4)CC2)c1Cl	0	4	2.5	2	17	5	2	-0.2	-8	-6
Cc1cccc(C)c1OCc1nnc(NC(=O)CSc2ccc(Cl)cc2)s1	-16	8	-5.2	19	0	-11	-7	0.8	-6	-1
c1coc(-c2ccnc(-c3ccncc3)n2)c1	7	-14	0.6	-7	44	8	-10	-0.5	-3	4
COc1ccc(C(=O)NCC(=O)N2CCN(c3ccc(Cl)cc3)CC2)cc1	-1	3	1.1	2	x	4	-1	i	7	3
Cc1cccc(NC(=O)CSc2nnc(CNC(=O)c3ccc(S(=O)(=O)N(C)C)cc3)n2-c2ccc(F)cc2)c1	-6	-2	0.3	6	6	4	-6	-0.2	12	-2
CCOc1ccc(S(=O)(=O)NCCC(=O)N2CCN(c3ccccc3O)CC2)cc1	3	0	1.9	-3	x	10	-10	i	-1	x
CC(C)c1onc(C(=O)N2CCCCC2)c1[N+](=O)[O-]	7	-3	x	-22	-2	4	-12	-0.3	-11	-1
O=C(COC(=O)c1cccc(O)c1)Nc1ccc(S(=O)(=O)N2CCOCC2)cc1	2	-3	-0.6	3	x	-1	-6	i	3	x
CCn1cc(C2=NC(C(C)C)CO2)c2ccccc21 (stereo not given)	3	-6	1.5	-4	-15	9	2	i	-6	3

2 entries picked at random from the list so far, as already listed:
molecule	MazEF act	PrPC TRFRET	TcdB GH inh	CCHF vOTU inh	VHR inh abs	Yp Topo-I inh	Rv3671c protease	BH1578 lux ind	SSB-PriA inh	SARS 3CLpro inh
COc1ccc(NC(=O)C2Cc3c(-c4cccc(F)c4)ccnc3O2)cc1OC (stereo not given)	x	9	2.0	-4	x	19	x	i	x	x
CCOc1ccc(S(=O)(=O)NCCC(=O)N2CCN(c3ccccc3O)CC2)cc1	3	0	1.9	-3	x	10	-10	i	-1	x

Next structures follow.
molecule	MazEF act	PrPC TRFRET	TcdB GH inh	CCHF vOTU inh	VHR inh abs	Yp Topo-I inh	Rv3671c protease	BH1578 lux ind	SSB-PriA inh	SARS 3CLpro inh
COc1cc(NC(=O)Cn2cnc(S(=O)(=O)N3CCCC3)c2)cc(OC)c1OC	6	-5	0.6	4	-3	4	6	i	-19	1
CC1(S(=O)(=O)O)CC(=O)c2ccccc2C1=O (stereo not given)	-18	6	-1.8	19	13	2	-7	0.4	83*	0
O=[N+]([O-])c1ccc(N/N=C\c2cccn2-c2ccccc2)nc1	4	1	x	-1	34	-6	10	0.9	x	5
Cc1ccc(N(C(C)C(=O)N2CCN(Cc3ccccc3)CC2)S(C)(=O)=O)cc1 (stereo not given)	-20	-2	1.3	-7	-8	3	-12	0.2	-4	-1
COc1ccc2cnn(-c3ccccc3C)c(=O)c2c1OC	7	-5	x	1	-10	8	3	0.6	-11	1
S=C1CN=C(c2ccccc2)c2cc(Cl)ccc2N1	6	7	x	7	18	4	1	i	7	-2
CCc1ccc([C@@H]2CC=C(C(=O)O)[C@H](c3ccc(C(C)(C)C)cc3)N2S(=O)(=O)c2ccc(C)cc2)cc1	-13	5	1.8	46*	x	21	-33	-1.9	2	x
CCOC(=O)C1CCCC(NS(=O)(=O)c2ccc(NC(C)=O)cc2)C1 (stereo not given)	3	-7	x	-4	17	-2	1	-0.3	-2	1
CCN(C[C@H]1N[C@@](CC)(C(=O)OC)[C@H]2C(=O)N(Cc3ccccc3)C(=O)[C@@H]12)C(=O)C1CCCCC1	4	1	1.5	13	x	27	-5	i	-7	x
O=C(NN=Cc1ccc2c(c1)CCN2)c1cccs1	6	-7	2.2	22	x	12	x	-3.1	x	x
O=C(c1cccc(S(=O)(=O)N2CCOCC2)c1)N1CCC(Cc2ccccc2)CC1	1	-1	-1.3	-1	x	20	-5	-2.1	-2	x
CCOc1cc(C)ccc1OCc1nnc(SCC(=O)Nc2cccc(C(=O)O)c2)n1-c1ccccc1	0	8	3.8	-1	-8	12	-3	i	3	6
Clc1ccc(CNCCc2ccc3c(c2)OCO3)cc1	6	5	1.9	6	0	4	10	i	-2	-2
O=C(NCCc1csc(-c2ccccc2)n1)c1cccs1	-2	-9	2.3	-2	23	7	2	-0.3	-5	0
COc1cc(/C=C2\N=C(C)OC2=O)cc(Cl)c1OC(C)=O	-9	8	-3.5	0	16	-1	7	-1.5	-1	-1
O=C(CC1C(=O)NCCN1CC(c1ccccc1)c1ccccc1)NCCc1cn[nH]c1 (stereo not given)	-7	13	0.7	7	17	13	7	-0.4	12	-2
OCC[C@@H]1C[C@@H](O)[C@H](O)[C@@]2(CCc3ccccc3CO2)O1	7	0	2.1	7	-2	-5	-4	-0.6	-18	0
COc1ccccc1CNC(=O)C1Cc2ccccc2C(=O)O1 (stereo not given)	6	2	x	-1	15	0	-5	i	-10	1
S=C1NC2=C(CCCC2)C2(CCCCC2)N1	3	-1	x	9	0	-7	3	i	2	2
CCS(=O)(=O)N1Cc2ccccc2CC1C(=O)Nc1nc2c(C)cccc2s1 (stereo not given)	-1	10	x	-16	-1	4	-1	i	-2	-1
COc1ccc(CNCc2ccncc2)cc1OC	-8	-3	0.3	0	9	0	10	-0.4	1	-3
C/C(=N/NC(=O)c1cn(-c2cccc(C)n2)cn1)c1ccc(C)cc1	1	10	x	8	28	-2	1	i	x	3
COc1cccc(NC(=O)CC2Oc3ccccc3NC2=O)c1 (stereo not given)	5	-2	0.6	12	x	-2	-12	1.8	-14	-4
O=C(COc1coc(CN2CCN(c3ccc(F)cc3)CC2)cc1=O)NC1CCCCC1	-2	-3	-0.2	-13	x	8	x	i	-3	x
Cn1c(=O)c2cc(NC(=S)NCc3ccccc3F)ccc2n1C	x	-1	0.4	-107	x	-3	x	-0.4	x	x
O=C(Cc1ccccc1)Nc1ccc(N2CCCC2)cc1	-7	-5	x	7	10	-27	-3	i	0	-3
CN(CC(=O)Nc1ccccc1Cl)C1CCCCC1	-15	2	1.1	2	35	20	4	i	-31	1
Cc1cccc(N2C(=O)NC(=O)/C(=C/c3cc4c(cc3[N+](=O)[O-])OCO4)C2=O)c1	537*	-6	-1.8	-15	12	7	6	i	4	4
C[C@@H]1CN([C@@H](C)CO)C(=O)c2cc(Br)cnc2O[C@H]1CN(C)C(=O)CN1CCOCC1	4	1	-0.1&-0.1	-2	x	4	x	-0.7	x	x
CCOC(=O)C1=C(C)OC(N)=C(C#N)C1c1cc(SCC)oc1C (stereo not given)	8	-1	-2.2	16	2	-7	-9	i	-7	0
COC(=O)CSc1nc2[nH]ncc2c(=O)[nH]1	1	-1	0.5	6	7	0	6	i	0	5
CN(Cc1ccc(F)cc1)C(=O)c1cc(S(=O)(=O)N2CCCCC2)ccc1N1CCOCC1	4	-2	-0.3	-8	x	-1	x	-6.2	-17	x
O=C(O)c1ccccc1N(c1ccccc1)c1ccccc1	-7	8	0.5	-5	x	-12	1	-0.6	0	x
O=[N+]([O-])c1ccc(F)cc1OCc1nc(-c2cccs2)no1	-6	-17	-0.1	8	29	-2	x	i	1	-1
COc1ccc(/C=C(/NC(=O)c2ccccc2)C(=O)N2CCCCC2)cc1OC	-26	-4	0.9	-10	-3	-5	-4	-0.2	-8	9
O=C(CNC(=O)c1ccccc1F)N/N=C/c1ccco1	4	-4	0.4	16	7	1	4	5.6	x	6
Cc1ccc(C(C(=O)NC2CCCC2)N(C(=O)c2csnn2)C2CCCC2)o1 (stereo not given)	-4	5	-0.9	-7	-6	-4	5	i	-15	6
CN1/C(=C/C(=O)c2nc(S(C)(=O)=O)ncc2Cl)C(C)(C)c2ccccc21	10	x	x	x	8	-1	-6	-7.1	18	3
CC1ON=C(c2ccccn2)N(Cc2ccc3c(c2)OCO3)C1=O (stereo not given)	x	12	-0.4	0	x	1	x	-0.4	x	x
CCc1cccc(C)c1NC(=O)CN1C(=O)c2ccccc2S1(=O)=O	0	8	-0.3	15	0	1	1	-0.2	-1	4
O=C(CCc1ccccc1)Nc1ccc(S(=O)(=O)N2CCOCC2)cc1	5	3	0.3	-8	-13	0	-6	-0.3	-14	-4
CCOC(=O)c1nnsc1Nc1ccc(C)c(C)c1	7	-2	2.2	-15	27	14	1	1.6	-18	6
c1ccc(CSc2ncnc3sccc23)cc1	-5	2	0.7	-5	26	9	-4	2.3	-76	-5
CCCS(=O)(=O)c1nc(S(=O)(=O)c2ccc(C)cc2)c(NCCN2CCOCC2)s1	1	1	x	10	18	-5	-5	i	6	0
